# Assay outcomes (PubChem BioAssay)
# BAZ2B block – inhibitors of human BAZ2B bromodomain; actives 4.4% (n = 360,000); Potency, µM (series often up to 114 µM), for the others: at the top dose activity change, negative = inhibition, usual class: inhibitors; AlphaScreen BAZ2B-H3K14Ac peptide displacement; AID 504333; Q9UIF8; further: potency means the concentration at half of the fitted maximal effect; on the % scale 0 is the no-effect control and ±100 the full control effect; nearly all actives have a fitted effect of over 60% in size
#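 AlphaScreen displacement of biotin-H3(5-23)K14Ac peptide (50 nM final) from BAZ2B (50 nM final) in PBS pH 7.4, 0.01% Tween-20; complex preformed 30 min RT, then compounds (top 110 uM) 30 min RT, beads 20 min dark.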
# Pin1 inhibitor – inhibitors of human Pin1. Pin1 FP peptide displacement, HiFluor488, 10 min. Potency, µM (series often up to 115 µM), for inactives: at the top dose activity, negative = inhibition, hits mostly inhibitors. actives 0.009% (n = 390,000). AID 504891; active means well fitted inhibition curve with a large enough effect in the polarisation, with a control signal flat, not every such curve was filed as active; inconclusive means small, poorly fitted or top-dose-only effect, or effect the other way, or a change in a side signal; inactive means no such curve, though single readings can be large or run the other way; the % refers to the polarisation; further: potency means the concentration at half of the fitted maximal effect; on the % scale 0 is the no-effect control and ±100 the full control effect
# Target sequence (Q13526 whole entry, looked up): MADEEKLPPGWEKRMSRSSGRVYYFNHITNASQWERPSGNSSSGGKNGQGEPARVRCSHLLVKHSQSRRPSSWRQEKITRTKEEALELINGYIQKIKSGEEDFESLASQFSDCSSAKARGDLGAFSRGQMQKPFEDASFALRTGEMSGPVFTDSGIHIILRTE
# JMJD2A Tudor inh – JMJD2A Tudor domain (human) inhibition; Potency, µM (highest dose often 114 µM), for inactives: top-dose activity change, negative = inhibition, usual class: inhibitors; O75164; AlphaScreen JMJD2A-Tudor / H3K4me3 peptide binding; actives 4.4% (n = 390,000); AID 504339; further: potency means the concentration at half of the fitted maximal effect; on the % scale 0 is the no-effect control and ±100 the full control effect; nearly all actives have a fitted effect of over 50% in size
# GLS inhibitor – glutaminase GLS (human) inhibition | O94925 | GLS enzymatic activity, qHTS titration | Potency, µM (top dose mostly 45.5 µM), for the others: top-dose activity change, negative = inhibition, most hits filed as inhibitors | actives 0.21% (n = 410,000) | AID 624170; further: potency means the concentration at half of the fitted maximal effect; on the % scale 0 is the no-effect control and ±100 the full control effect
#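 Compounds were pin-transferred onto hKGA, after which L-glutamine (1 mM solution) and a detection mix of glutamate oxidase, HRP and Amplex Red were added. Initial and 30 min RT fluorescence reads were collected.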
# HP1b chromo inh – blocks HP1-beta chromodomain binding to methylated histone tails. Potency, µM (titrated, usually from 114 µM), inactives show at the top dose activity change, negative = inhibition, hits mostly inhibitors. actives 0.56% (n = 390,000). P83916. AlphaScreen HP1-beta / biotin-H3K9me3 peptide binding; further: potency means the concentration at half of the fitted maximal effect; nearly all actives have a fitted effect of over 70% in size; inactives centre near 23
# Target sequence (P83916 whole entry, looked up): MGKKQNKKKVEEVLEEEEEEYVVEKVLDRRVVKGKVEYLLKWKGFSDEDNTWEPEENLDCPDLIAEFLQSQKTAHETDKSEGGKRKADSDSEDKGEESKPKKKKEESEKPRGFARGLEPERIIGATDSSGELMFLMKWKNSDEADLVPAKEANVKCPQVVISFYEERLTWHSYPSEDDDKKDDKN
#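 Compound inhibition of the preformed complex between 50 nM HP1-beta and 50 nM biotinylated H3K9me3 peptide was read by AlphaScreen. Buffer was PBS pH 7.4 with 0.01% Tween-20. Incubations ran 30 min at room temperature, with 10 ug/mL donor/acceptor beads.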
# POLH inh – blocks human DNA polymerase eta activity; Q9Y253; recombinant Pol eta, fluorescent DNA replication assay; Potency, µM (highest dose often 114 µM), without a hit: at the top dose activity change, negative = inhibition, usual class: inhibitors; actives 1.2% (n = 390,000); AID 588591; further: potency means the concentration at half of the fitted maximal effect; on the % scale 0 is the no-effect control and ±100 the full control effect
#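 Pol eta (10 nM) was preincubated with compounds for 15 min at room temperature, after which fluorescent replication substrate (50 nM final) was added to start the reaction. Fluorescence was read kinetically at 0 and 10 min.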
# G9a inh – blocks human histone lysine methyltransferase G9a; G9a H3K9 monomethylation, AlphaScreen, 2 h; Q96KQ7; actives 8.8% (n = 350,000); AID 504332; Potency, µM (top dose mostly 102 µM), for inactives: at the highest dose activity, negative = inhibition, most hits filed as inhibitors; further: potency means the concentration at half of the fitted maximal effect; on the % scale 0 is the no-effect control and ±100 the full control effect; nearly all actives have a fitted effect of over 75% in size
# Target sequence (Q96KQ7 913-1193 limits assumed): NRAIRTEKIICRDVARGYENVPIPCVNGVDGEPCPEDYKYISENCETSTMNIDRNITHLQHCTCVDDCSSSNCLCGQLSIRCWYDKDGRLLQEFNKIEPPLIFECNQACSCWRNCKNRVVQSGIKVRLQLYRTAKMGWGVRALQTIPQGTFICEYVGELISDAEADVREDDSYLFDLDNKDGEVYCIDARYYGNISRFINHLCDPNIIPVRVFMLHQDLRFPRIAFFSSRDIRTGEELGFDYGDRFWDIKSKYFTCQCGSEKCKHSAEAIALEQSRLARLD
#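 AlphaScreen detection with an anti-monomethyl H3K9 antibody quantified product after a 2 h room-temperature reaction containing 500 nM biotinylated H3K9 peptide, 20 µM SAM and 20 nM enzyme, which had been preincubated 15 min with compound.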
# Tb PGK inh – blocks T. brucei phosphoglycerate kinase; P07378; PGK/GAPDH coupled, Kinase-Glo luminescence, 60 min; Potency, µM (top dose mostly 57.5 µM), inactives show top-dose activity change, negative = inhibition, actives largely listed as inhibitors; actives 0.043% (n = 380,000); further: potency means the concentration at half of the fitted maximal effect; on the % scale 0 is the no-effect control and ±100 the full control effect; nearly all actives have a fitted effect of over 60% in size
# Target sequence (P07378 whole entry, looked up): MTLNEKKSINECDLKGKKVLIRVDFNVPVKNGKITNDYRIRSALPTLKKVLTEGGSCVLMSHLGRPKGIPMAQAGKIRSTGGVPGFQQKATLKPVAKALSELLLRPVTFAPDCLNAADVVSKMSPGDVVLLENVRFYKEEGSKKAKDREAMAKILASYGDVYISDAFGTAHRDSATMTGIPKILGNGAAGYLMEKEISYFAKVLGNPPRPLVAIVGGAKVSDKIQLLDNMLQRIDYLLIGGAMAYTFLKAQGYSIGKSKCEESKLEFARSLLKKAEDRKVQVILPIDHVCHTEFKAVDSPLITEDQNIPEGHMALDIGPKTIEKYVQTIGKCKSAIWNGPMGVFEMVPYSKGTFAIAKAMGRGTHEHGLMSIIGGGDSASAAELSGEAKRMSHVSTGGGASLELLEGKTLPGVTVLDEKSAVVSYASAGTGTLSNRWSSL
#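 Luminescent ATP detection (Kinase-Glo Plus) follows a 60-minute room-temperature incubation, with wells lacking PGK as controls. Buffer: 100 mM TEA (pH 7.6), 5 mM MgCl2, 0.01% Tween-20. Coupling enzyme GAPDH (100 nM final) supplies unstable 1,3-BPG in-well.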
# PI4K2A block – inhibitors of human PI4K2A | Q9BTU6 | purified PI4K2A, ADP-Glo luminescence, 1 h; stronger effect = lower value | activity change, negative = inhibition, % at 76.9 µM | actives 0.13% (n = 420,000); in the data active means activity change below about -50%; inconclusive means mostly about -30% to -49%;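 further: -100% = wells without enzyme as full effect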
#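 ADP-Glo luminescence measured ADP generated by PI4K2A enzyme (4 ug/mL before mixing) with 1.2 mM PI substrate (pre-mix) and 300 microM ATP (pre-mix). Tris pH7.5 buffer with MgCl2, Triton X-100; 1 h reaction at ambient temperature.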
# Numbers without * were called inactive; i = inactive; ? = inconclusive; . = not tested or not shown; & = joins results of further samples; [ ] = remark or other dose. Unless noted, the call rests on the fitted dose curve; in most records, active means well fitted curve in the direction sought with a large enough effect; inconclusive means small, poorly fitted or top-dose-only effect, or another doubt; inactive means no such curve, though single readings can be large; an effect the other way counts as inactive or inconclusive. An excerpt, so the mix of outcomes need not match the whole.
SMILES,BAZ2B block,Pin1 inhibitor,JMJD2A Tudor inh,GLS inhibitor,HP1b chromo inh,POLH inh,G9a inh,Tb PGK inh,PI4K2A block
CN1C2CCC1CC(OC(c1ccccc1)c1ccccc1)C2 (centres undefined),-24%,-1%,-8%,-5%&-11%,26%,-4%[57.1 µM],-11%[59 µM],3%,3&-3
O=C(OCc1ccccc1)c1cc(S(=O)(=O)N2CCCCC2)ccc1N1CCOCC1,8%,-6%,-5%,-5%,52%[activator],-24%,-36%[0.501 µM],3%,-4
COc1ccc(Cl)cc1NC(=O)CN(C)CC(=O)Nc1ccc(C)cc1Br,-24%,6%,6%,-14%,41%[activator],-13%,12%[59 µM],6%,7
CCc1ccc(-c2cc(C)no2)cc1S(=O)(=O)N1CCOc2ccc(C)cc21,2%,4%,3%,2%,74%[activator],-9%,.,3%,-6
CC(C)(C)N(CC(=O)NC1CCCCC1)C(=O)CS(=O)CC(=O)Nc1ccc(F)cc1 (centres undefined),4%,2%,0%,-20%,35%,-25%,0%,5%,0
CCN1C(=O)[C@H]2[C@@H](c3ccc(-c4ccc(C(C)=O)cc4)cc3)N3CCC[C@@]3(C(=O)OC)[C@H]2C1=O,-2%,6%,-27%,4%,28%,?,22%[2.33 µM],1%,-2
O=C(Nc1ccccc1)N(Cc1cccc(Cl)c1)c1ccccn1,66%[activator],-9%,76%[activator],1%,105%[activator],4%,86%[activator][59 µM],6%,1
O=C(Cc1ccc(NC2=NC3CS(=O)(=O)CC3S2)cc1)N1CCN(c2ccc(F)cc2)CC1 (centres undefined),12%,-2%,-13%,15%,36%,4%,.,-2%,2
CCc1nnc(NC(=O)CN2C(=O)N(C)C3(CCCCC3)C2=O)s1,-4%,25%,-3%,0%,34%,-14%,21%[12.7 µM],-5%,-4
Cc1ccccc1/C=N\NC(=O)c1ccccc1-n1cccc1,?,-4%,-20%[57.1 µM],6%,0%,5%,-9%,9%,-1
CC(C)COC(=O)C1C(=O)CC(C)(O)C(C(=O)OCC(C)C)C1c1cccnc1 (centres undefined),-16%,-6%,8%,-7%,20%,-15%,8%[59 µM],i,-3
C=CCN1C(=O)c2ccc(C(=O)N(CCOC)c3c(N)n(CCCC)c(=O)[nH]c3=O)cc2C1=O,-2%,13%,-4%,3%,16%,-21%,?,0%,-3
COC(=O)CC1COc2ccccc2N1S(=O)(=O)c1ccc(Br)cc1 (centres undefined),11%,2%,4%,11%,50%[activator],-4%,20%,-11%,-4
O=C(O)CCCN1C(=O)c2ccc(C(=O)c3cccc([N+](=O)[O-])c3)cc2C1=O,-14%,-2%,-6%,6%,29%,1%,.,i,0
OC(CNc1ccccc1)COc1ccc(OCC(O)CNc2ccccc2)cc1 (centres undefined),50µM*,1%,50µM*,22%,-38%,-23%,?,-7%,-1
CSc1nc(-c2ccco2)nn1C(=O)c1ccccc1Cl,-23%,-4%,13%,1%,55%[activator],-12%,?,-6%,-2
C[C@@H]1CN([C@@H](C)CO)C(=O)CCCn2nncc2CO[C@H]1CN(C)C(=O)c1ccc(N2CCN(C)CC2)cc1,.,.,.,-4%,.,-8%,.,-3%,-6
CC(C)c1ccc(NC2CCCN(C(=O)CCCn3cncn3)C2)cc1 (centres undefined),?,-6%,-25%,8%,14%,-16%,?,i,-6
CC1=C(C(=O)N(C)C)CC(CC(=O)NC(c2ccccc2)c2ccccc2)C(=O)N1Cc1ccc(F)cc1 (centres undefined),.,.,.,-6%,.,-19%,.,-6%,-16
CCOC(=O)c1cccc(NC(=O)c2ncoc2-c2ccco2)c1,-9%,-1%,-15%,-10%,37%,-8%,9%[59 µM],-3%,-2
Cc1ccc(CNC(=O)CN2CCN(Cc3ccc(Cl)cc3)C2=O)cc1,-1%,1%,-2%,6%,36%,-8%,0%[59 µM],i,-6
CCOc1ccc(NC(=O)COC(=O)CNC(=O)c2ccc(-c3ccccc3)cc2)cc1,12%,6%,-14%,-2%,18%,-11%,-9%[59 µM],4%,-1
O=C1OC(c2ccccc2)(c2ccccc2)c2ccsc21,.,.,.,-3%,.,-20%,.,-1%,1
Cc1cc(C(=O)Cn2c(CO)nc3ccccc32)c(C)n1C,-23%,1%,-19%,0%,-8%,-3%,-4%,3%,1
COc1c(O)c(=O)n2c3ccccc3c3ccnc1c32,10%,-1%,?,?,-10%,-26%,?,-3%,-2
CC(C)N1CCN(Cc2ccc(-c3ccccc3)cc2)CC1CCO (centres undefined),-1%,0%,-20%,1%,23%,-11%,9%,-11%,3
COc1ccc(-n2nc3c(c2NC(=O)C2CC2)CS(=O)(=O)C3)cc1,-2%,-13%,-1%,0%,22%,-23%,7%,i,0
CN(C)CCCNS(=O)(=O)c1cc(Cl)c(Cl)cc1Cl,-6%,1%,-16%,0%,12%,-4%,-10%,-1%,5
COC(=O)CCC(=O)N1CCOCCOCCOCC1,-38%,-1%,-10%,1%,32%[57 µM],-12%,11%,-3%,-6
CCOC(=O)c1sc2ncn(C(CC)C(=O)OCC)c(=O)c2c1C (centres undefined),21%,11%,10%,5%,63%[activator],-4%,11%[59 µM],4%,-3
c1ccc(-c2noc(-c3cccnc3)n2)cc1,-5%,-5%,7%,8%,16%,0%,10%[59 µM],-8%[11.5 µM],-9
O=C(O)c1cc(-c2ccc3c(c2)OCCO3)n[nH]1,-38%,-6%,-2%,4%,20%,-14%,?,-7%,-3
CSC1=NCCN1C(=O)Cc1cccs1,-22%,-1%,-14%,0%,40%[activator],5%,?,4%,0
CN(C)S(=O)(=O)c1ccc2nnn(OCC(=O)NC3CCS(=O)(=O)C3)c2c1 (centres undefined),-4%,4%,1%,-4%,41%[activator],-12%,-12%[2.33 µM],9%,3
O=C(NC1=NCCS1)c1cc(-c2cccc(Br)c2)nc2ccccc12,-32%,2%,-29%,10%,8%,-12%,9%[59 µM],-3%,-4
CC(=O)Nc1c(C(=O)c2ccccc2)oc2ccccc12,36%,0%,12%,.,47%[activator],5%,35%,-3%,1
CCNC(=O)CC1C(=O)N(c2ccc(F)cc2)C(=S)N1CCc1ccncc1 (centres undefined),0%,-1%,-15%,-11%,46%[activator],-15%,-19%,11%,2
CC1CCN(C(=O)c2cc3c(ccc4ccccc43)o2)CC1,?,-11%,44%[activator],1%,31%,-13%,0%,-11%,-12
CC(=O)Nc1ccc(/C=C/c2nc3ccccc3o2)cc1,9%,4%,1%,-8%,49%[activator],-1%,27%,0%,-2
O=C(NNC(=O)C12CC3CC(CC(C3)C1)C2)c1cccc(O)c1,-8%,-6%,-5%,0%,7%,5%,19%,3%,-3
O=C(NNC(=O)C1CCN(Cc2ccc(Cl)c(Cl)c2)CC1)c1cccs1,-38%,-2%,-10%,9%,9%,-2%,-8%,i,-8
COc1ccc(CNC(=O)Cn2c(=O)c3cccn3c3cccnc32)cc1,?,7%,-1%,6%,47%[activator],-8%,2%[59 µM],-10%,2
Cc1ccc(C(O)C(=O)c2ccco2)cc1 (centres undefined),-1%,-4%,-3%,-8%,101%[activator],-10%,-2%[2.33 µM],i,-2
CCCc1cc(=O)n2[nH]c(C)c(-c3ccccc3)c2n1,2%,0%,-15%,19%,44%[activator],-6%,-2%,i,3
NC(N)=N/N=C/c1ccccc1,-2%,6%,-3%,4%,5%,-9%,5%,2%,4
COCCN(C(=O)Cc1cccs1)C(C(=O)NCc1ccc(OC)cc1)c1ccc(C(C)C)cc1 (centres undefined),3%,3%,-18%,1%,16%,0%,30%[59 µM],.,0
O=C(c1ccccc1Oc1nnnn1-c1ccccc1)N1CCOCC1,3%,2%,-6%,-15%,31%,5%,11%[12.7 µM],-1%,-2
COc1ccc(N2CCN(C(=O)CCS(=O)(=O)c3ccc4c(c3)NC(=O)C(C)S4)CC2)cc1 (centres undefined),-36%[57.1 µM],-1%,-30%,22%,3%,-6%,6%,-6%,-2

# Profiles from above. Order of values: BAZ2B block, Pin1 inhibitor, JMJD2A Tudor inh, GLS inhibitor, HP1b chromo inh, POLH inh, G9a inh, Tb PGK inh, PI4K2A block
# Cc1ccc(C(O)C(=O)c2ccco2)cc1 (centres undefined) is listed with -1%, -4%, -3%, -8%, 101%[activator], -10%, -2%[2.33 µM], i, -2
# COc1ccc(CNC(=O)Cn2c(=O)c3cccn3c3cccnc32)cc1 is listed with ?, 7%, -1%, 6%, 47%[activator], -8%, 2%[59 µM], -10%, 2
# COc1ccc(N2CCN(C(=O)CCS(=O)(=O)c3ccc4c(c3)NC(=O)C(C)S4)CC2)cc1 (centres undefined) is listed with -36%[57.1 µM], -1%, -30%, 22%, 3%, -6%, 6%, -6%, -2

# Next part
SMILES,BAZ2B block,Pin1 inhibitor,JMJD2A Tudor inh,GLS inhibitor,HP1b chromo inh,POLH inh,G9a inh,Tb PGK inh,PI4K2A block
Cc1ccc(S(=O)(=O)N2CCCCC2)cc1NC(=O)C1CC(=O)N(Cc2ccccc2)C1 (centres undefined),12%,-1%,-10%,4%,15%,-13%,-8%[59 µM],-8%,1
O=C(N/C(=C\c1ccc(O)cc1)C(=O)N1CCCCC1)c1ccccc1,?,4%,-15%,17%,46%[activator],-16%,-2%,-7%,4
O=C1C2C3CCCC3=C3CCCC3C2C(=O)N1c1ccc(Cl)cc1 (centres undefined),-10%,-3%,10%,6%,41%[activator],-16%,-37%[12.7 µM],-3%,12
CN1C(=O)C2(OCC(COc3ccc(Cl)cc3)O2)c2ccccc21 (centres undefined),15%,-1%,28%,-2%,62%[activator],-15%,10%[59 µM],.,-5
O=C(OCc1ccc(Br)cc1)c1cccnc1Cl,68%[activator],-11%,76%[activator],9%,126%[activator],-19%,172%[activator],9%,2
